ALOX12 inhib – qHTS Assay for Inhibitors of 12-hLO (12-human lipoxygenase); Polyunsaturated fatty acid lipoxygenase ALOX12 (Homo sapiens), P18054; purified 12-hLO, xylenol orange hydroperoxide absorbance; Potency, µM (titrated, usually from 57.1 µM), inactives show at the highest dose activity change, negative = inhibition, hits mostly inhibitors; hit rate 0.12% among 150,000; AID 1452, 2008; also: potency is read from the fitted curve at half-maximal effect; nearly all actives have a fitted effect of over 55% in size; many of its hits are not listed in these tables
Target sequence (P18054 whole entry, looked up): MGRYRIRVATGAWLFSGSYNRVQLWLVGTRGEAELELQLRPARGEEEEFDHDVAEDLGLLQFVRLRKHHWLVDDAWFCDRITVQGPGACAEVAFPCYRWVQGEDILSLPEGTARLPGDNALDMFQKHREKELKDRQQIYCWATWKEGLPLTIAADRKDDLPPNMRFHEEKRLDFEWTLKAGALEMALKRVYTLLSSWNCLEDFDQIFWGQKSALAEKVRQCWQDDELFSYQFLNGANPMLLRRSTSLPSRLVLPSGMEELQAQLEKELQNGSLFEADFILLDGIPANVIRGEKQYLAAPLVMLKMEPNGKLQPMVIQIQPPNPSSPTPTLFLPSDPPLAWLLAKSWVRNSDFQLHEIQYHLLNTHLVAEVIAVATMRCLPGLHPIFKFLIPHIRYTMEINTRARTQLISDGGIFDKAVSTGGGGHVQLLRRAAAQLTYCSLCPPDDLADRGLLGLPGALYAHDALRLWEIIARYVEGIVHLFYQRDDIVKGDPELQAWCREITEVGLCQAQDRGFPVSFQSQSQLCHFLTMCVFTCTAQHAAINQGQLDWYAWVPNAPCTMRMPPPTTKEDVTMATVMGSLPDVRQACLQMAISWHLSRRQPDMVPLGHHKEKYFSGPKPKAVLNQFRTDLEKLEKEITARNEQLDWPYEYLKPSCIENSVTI
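Xylenol orange chromogenic assay: hydroperoxide from 12hLO oxidises Fe(II), giving red-shifted Fe(III)-XO absorbance. Conditions: 150 nM enzyme, 40 uM arachidonic acid, 25 mM Hepes pH 7.0, 0.01% Triton X-100, 30 min, room temperature.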
PNC inhibitor – High Content Assay for Compounds that inhibit the Assembly of the Perinucleolar Compartment. PC3M PTB-GFP, PNC prevalence imaging, 16 h; stronger effect = lower value. activity change (PNC), negative = inhibition, % at 10 µM. hit rate 3.1% among 140,000. AID 2417, 2010;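 active = readout at or below -70, meaning at least 70% loss of cells showing the perinucleolar compartment, a nuclear body marking cancer cells; inconclusive = readout between -30 and a set limit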;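 also: plate controls were DMSO wells for no effect and camptothecin positive control wells for full effect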
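PC3M cells stably expressing PTB-GFP, 750–1000 cells/well, treated 16 h at 37 °C with compound (23 nl of library stock), in duplicate. After paraformaldehyde fixation and Hoechst stain, imaged at 20x; PNC prevalence scored by image analysis.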
IMPase inh – qHTS Assay for Identifying the Cell-Membrane Permeable IMPase Inhibitors. CHO-M1 cells, IP1 accumulation, HTRF TR-FRET ratio. 120,000 tested, under 10 active. inhibition (IP1 accumulation), % at 46.1 µM. Inositol monophosphatase 1 (Rattus norvegicus), P97697; active = well fitted curve in the direction sought with a large enough effect in the signal ratio, not every such curve was filed as active; inconclusive = small, poorly fitted or top-dose-only effect, or a change in a side signal; inactive = no such curve, though single readings can be large or run the other way; the % refers to the signal ratio;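 also: cells stimulated with carbachol in lithium chloride buffer; plate controls were DMSO basal wells for no effect and reference inhibitor wells for full effect; higher means more IMPase inhibition seen as more IP1 and lower FRET ratio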
Target sequence (P97697 whole entry, looked up): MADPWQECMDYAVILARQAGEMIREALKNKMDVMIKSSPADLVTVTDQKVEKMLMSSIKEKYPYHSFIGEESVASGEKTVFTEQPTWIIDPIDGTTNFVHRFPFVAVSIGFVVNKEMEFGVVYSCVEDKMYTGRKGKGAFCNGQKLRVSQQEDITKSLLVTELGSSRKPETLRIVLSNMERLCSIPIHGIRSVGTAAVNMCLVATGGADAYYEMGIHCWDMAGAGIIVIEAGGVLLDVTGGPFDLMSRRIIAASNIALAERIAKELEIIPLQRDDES
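CHO-M1 cells (CHO stably expressing M1 receptor), compound up to 46 uM final, stimulated with carbachol (50 uM as added) in buffer with 50mM LiCl, pH 7.4, 30 min at 37C. Cytosolic IP1 read by TR-FRET; AC50 from Hill fits.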
ALOX15B inhib – qHTS Assay for Inhibitors of 15-hLO-2 (15-human lipoxygenase 2); Polyunsaturated fatty acid lipoxygenase ALOX15B (Homo sapiens), O15296; purified 15hLO-2, xylenol orange hydroperoxide absorbance; Potency, µM (highest dose often 57.1 µM), for inactives: top-dose activity change, negative = inhibition, hits mostly inhibitors; hit rate 0.56% among 110,000; AID 881, 2007; also: potency is read from the fitted curve at half-maximal effect; nearly all actives have a fitted effect of over 60% in size; many of its hits are not listed in these tables
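Enzyme 50 nM, AA 45 uM, 25 mM Hepes pH 7.5 + 0.01% Triton X-100; cpd preinc 15 min RT, rxn 90 min RT; stop/detect with 200 uM XO + 300 uM Fe(II) in 50 mM H2SO4, 30 min; A573/A405.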
Numbers without * were called inactive; ? = inconclusive; nt = not tested or not shown; [ ] = another dose, or the depositor's remark. Unless noted, calls follow the shape of the dose curve; as a rule, active = well fitted curve in the direction sought with a large enough effect; inconclusive = small, poorly fitted or top-dose-only effect, or another doubt; inactive = no such curve, though single readings can be large; an effect the other way counts as inactive or inconclusive. Unless noted, % is scaled to controls: 0 for no effect and ±100 for the full control effect. These rows are one share of the data; count on the stated rates, not on these rows.

SMILES | ALOX12 inhib | PNC inhibitor | IMPase inh | ALOX15B inhib
O=C(O)c1cccc(OCCO)c1 | -3%[11.4 µM] | nt | nt | -3%[11.4 µM]
CC(=O)NC(=O)COC(=O)/C=C/c1c(C)nn(Cc2c(Cl)cccc2Cl)c1Cl | 2% | 17 | 12 | -15%
CCOC(=O)c1cc(C(=O)Nc2ccccc2F)nn1C | -4% | -9 | -11 | -2%
CC(C(=O)N1CCCc2ccccc21)N1C(=O)c2ccccc2C1=O (centres undefined) | 5% | -5 | ? | nt
C=CCOC(=O)C1=C(C)NC(C)=C(C(=O)OCC=C)C1c1cn(-c2ccccc2)nc1-c1ccco1 | -2% | 11 | nt | nt
Cc1c(Cl)ccc2sc(NC(=O)CN3C(=O)c4ccccc4C3=O)nc12 | 0% | ? | nt | nt
O=C(NCCCN1CCCC1=O)c1cccs1 | -2% | ? | 3 | 0%
COc1ccc(CCn2c(C)ccc2C)cc1OC | -9% | -100* | 4 | nt
CC1(C)CC(=O)C=C(NNC(=O)c2ccc(N)cc2)C1 | 0% | 35 | nt | nt
Cc1sc(NC(=O)/C=C/C(=O)O)c(C(N)=O)c1-c1ccc(C(C)(C)C)cc1 | -3% | -13 | nt | nt
CCCOc1ccc(N2C(=O)C3ON(c4ccccc4)C(c4ccc(O)c(OC)c4)C3C2=O)cc1 (centres undefined) | -5% | ? | 7 | ?
N#CC(C#N)=CNCCN1CCN(C=C(C#N)C#N)CC1 | 1%[11.4 µM] | nt | nt | -7%[11.4 µM]
CC1CCc2c(sc(NC(=O)CSc3nnc(-c4ccccc4)o3)c2C#N)C1 (centres undefined) | -8% | -12 | 5 | nt
CCCCn1cc(C(C)(C)C)c(C#N)c1NC(C)=O | 0% | 4 | 3 | 4%
COC(=O)c1[nH]c(C)c(/C(O)=C2\C(=O)C(=O)N(CCN(C)C)C2c2ccccc2OC)c1C (centres undefined) | -3% | -27 | -8 | 0%
O=C1CC(c2nc3ccccc3[nH]2)CN1c1ccccc1 (centres undefined) | 6% | 29 | 1 | 0%
COC(=O)C(C)N1C(=O)S/C(=C/c2cc(C)n(C(C)C)c2C)C1=O (centres undefined) | -25% | 23 | 1 | -16%
CC(=O)c1nccs1 | 1% | nt | nt | 0%
CC(=O)Oc1cccc(N2C(=O)CC(Nc3ccc(N4CCOCC4)cc3)C2=O)c1 (centres undefined) | -15% | ? | 29 | ?
CC(=O)OC(C(=O)NCCc1ccccc1)c1cccnc1 (centres undefined) | 4% | -11 | -8 | 5%
CCOc1ccc(C(=O)NCCCn2ccnc2)cc1 | -1% | -12 | 1 | 9%
COc1cc2nc(C3CC3)n(NC(=O)c3ccc(F)cc3)c(=O)c2cc1OC | 1% | 7 | 4 | -4%
Cc1ccc(/C=C/C(=O)NC(C)c2ccccc2)cc1 (centres undefined) | -4% | -9 | nt | nt
COc1ccccc1NC(=O)c1ccc2nc(N3C(=O)CCC3=O)sc2c1 | 0% | 133 | 5 | -6%
CCOc1cc(S(=O)(=O)Nc2ccc(Cl)cn2)ccc1F | -5% | -27 | 1 | 1%
Nc1cc(=O)[nH]n1C1CCN(c2ccccc2)CC1 | 0% | 2 | 1 | 2%
COC(=O)C1=C(C)OC(N)=C(C#N)C1c1ccc(OC)c(CSc2ccccn2)c1 (centres undefined) | -4% | -87* | 16[1.84 µM] | -12%[11.4 µM]
Cc1ccccc1CSc1nccn1-c1ccccc1 | 3% | 4 | -1 | 9%
CCOC(=O)c1cc2sc(C)cc2n1CC(=O)NCCc1ccccc1 | 3% | 24 | -7 | 3%
Cc1ccc(C)c(OCC(=O)O/N=C(\N)c2ccccn2)c1 | -4% | -21 | 3 | 7%
CCS(=O)(=O)N1CCCC(C(=O)NCCCOC(C)C)C1 (centres undefined) | 2% | 46 | 3 | -4%
O=C(NC1CC2CCCC(C1)N2C(=O)Nc1ccccc1)c1ccncc1 (centres undefined) | 3% | -23 | 6 | 3%
COc1cc(CN2CCC(C(=O)N3CCN(c4ccccc4F)CC3)CC2)cc(OC)c1OC | -8% | -27 | -12 | -2%
COc1cc(-c2nn3c(COc4ccccc4)nnc3s2)cc(OC)c1OC | -16% | -5 | -6 | -9%
O=C(Oc1ccccc1)Oc1ccc2c(c1)oc(=O)c1ccccc12 | -1% | ? | ? | -17%
COC(=O)C1CCN(C(c2cccs2)c2sc3nc(C)nn3c2O)CC1 (centres undefined) | 1% | 22 | 2 | 1%
N/C(=N\OC(=O)c1cccc(Br)c1)c1ccccc1 | -4% | 6 | -4 | 1%
Cc1ccc(N(CC(=O)NCCSc2nc3ccccc3s2)S(=O)(=O)c2ccccc2)c(C)c1 | -4% | ? | 4 | nt
COc1ccc(-c2cc(CNC(=O)CCl)on2)cc1 | 13% | 42 | 8 | nt
COc1cc(Br)cc(/C=N/NC(=O)Cc2ccc(C(F)(F)F)cc2[N+](=O)[O-])c1O | 0% | 7 | -2 | nt
Cc1ccc(-c2noc(CSc3nnc(-c4ccncc4)n3-c3ccc(C)cc3)n2)cc1 | 0% | -3 | 8 | nt
O=C(CN1CCN(c2ncccn2)CC1)NCCC1=CCCCC1 | -1% | 24 | 2 | -10%
O=c1c2ccccc2c(-c2ccc(Br)cc2)nn1Cc1ccccc1 | 0% | 17 | -14 | 0%
COc1ccc(CC(=O)Nc2ccc(-c3nnc(-c4ccccc4)o3)cc2)cc1 | 0% | 24 | -1 | -18%
O=C(Oc1ccccc1)N1CCC2(CC1)CN(c1ccncc1)C2 | 7% | nt | nt | 19%
CC(C(=O)NCc1ccco1)n1cc(C(=O)c2ccco2)c2ccccc21 (centres undefined) | -2% | -21 | 4 | -1%
COc1cccc2c(C)nc(Nc3nc(CSc4nnc(C)s4)cc(=O)[nH]3)nc12 | -5% | -25 | -8 | -12%
C/C(N)=C(/C#N)C(=O)CSc1nc2ccccc2c(=O)n1-c1ccccc1C | -6% | -22 | nt | nt
COC(=O)c1cc(OC)c(OC)cc1NC(=O)CN1C(=O)c2ccccc2C1=O | 2% | 18 | -3 | 1%
CC(C)(C)n1nnnc1C(c1cccnc1)N1CCN(c2ccccc2F)CC1 (centres undefined) | 0% | -15 | 2 | nt
Cc1cc(C)nc(NS(=O)(=O)c2ccc(NC(=O)NC3CCCCC3)cc2)n1 | 0% | ? | 4 | -1%
CCOC(=O)CCCCCN(Cc1ccccc1)S(=O)(=O)c1ccc([N+](=O)[O-])cc1 | -6% | ? | 16 | nt
COc1cc(OC)c2c(-c3ccccc3)cc(=O)oc2c1C(CCN1CCOCC1)c1ccc2c(c1)OCO2 (centres undefined) | -7%[0.00818 µM] | nt | nt | 52%[activator][0.0915 µM]
CC1(C)CC(=O)CC(C)(C)N1OC(=O)c1ccncc1 | 3% | -30 | -2 | -1%
COc1ccccc1CNC(=O)c1cccc(N(C)C)c1 | -2% | 59 | -2 | ?
CCOc1cc(S(=O)(=O)NC2CC(C)(C)NC(C)(C)C2)ccc1F | -6% | 12 | 3 | 5%
CN1CCN(C(=O)c2ccccc2-c2nc(-c3ccc(Cl)cc3)no2)CC1 | 5% | 17 | -3 | 16%
CC1(C)Cc2nc3oc4c(N(CCO)Cc5ccccc5)ncnc4c3cc2CO1 | 1% | -22 | 14 | 3%[2.29 µM]
Cc1cccc(OCC(=O)N/N=C/C=C/c2ccco2)c1 | -9% | -10 | nt | nt
CCOC(=O)c1ccccc1NC(=O)COc1ccccc1 | -3% | 21 | 0 | -1%

Continuation:
SMILES | ALOX12 inhib | PNC inhibitor | IMPase inh | ALOX15B inhib
CCOC(=O)N1CCN(C(=O)CSc2nnc(COc3ccc(Cl)cc3)o2)CC1 | -6% | -30 | -4 | -3%
Cn1ncc(C#N)c1/N=C/N1CCOCC1 | -3% | ? | ? | 3%
CCN(CC)CCN1C(=O)C(=O)/C(=C(/O)c2cnn(-c3ccccc3)c2C)C1c1ccc(C)o1 (centres undefined) | -4% | 1 | 3 | 5%
N=c1oc2ccc3ccccc3c2cc1-c1nc(-c2ccccc2)cs1 | 0% | ? | nt | nt
O=C(CNC(c1ccccc1)c1ccccc1)Nc1cc([N+](=O)[O-])ccc1Cl | 2% | -12 | nt | nt
O=C(c1ccc(Cl)cc1)N1CCCC(c2ccccc2)=N1 | 4% | 103 | 10 | 2%
O=C(NCC1CCCO1)c1ccccc1-c1nc(-c2ccccc2)no1 (centres undefined) | -8% | 24 | 1 | 4%
Cc1cc(C(c2nnnn2Cc2ccccc2)N2CCOCC2)c(C)n1-c1ccc2c(c1)OCO2 (centres undefined) | -11% | -6 | 1 | -19%
Cc1ccc(C(=O)C[n+]2cc(Br)cc(Br)c2)cc1[N+](=O)[O-] | 2% | 16 | nt | nt
CCN(CC)C(=O)CSc1nc2ccccc2c(=O)n1CC1CCCCC1 | -12% | -28 | 24 | 2%
CCOC(=O)C1=C(N)Oc2cc(C)n(CCc3ccc(OC)c(OC)c3)c(=O)c2C1c1cccnc1 (centres undefined) | 0% | -1 | 1 | 2%
CCOC(=O)N1CCC(NC(=O)c2cc3c(-c4ccc(Cl)cc4)nn(C)c3s2)CC1 | 6% | 3 | -9 | nt
Cc1c(C)c2cc(Cl)c(O)c(CN(C)C)c2oc1=O | -3% | ? | ? | 1%
O=C(N1CCCCCC1)N1CCN(S(=O)(=O)N2CCCCC2)CC1 | 0% | -6 | 9 | 10%[2.29 µM]
COC(=O)c1cccc(Cn2nnc3ccccc3c2=O)c1 | -2% | 1 | -7 | -2%
Clc1ccc(CSc2nnc(CN3CCOCC3)n2-c2ccccc2)cc1Cl | -4% | 18 | -2 | 2%
CC(C)OC(=O)NC(C)(C)COC(=O)Nc1cccc(Cl)c1 | -3% | -15 | 8 | nt
COc1ccc(Cl)cc1NC(=O)N1CCN(CCc2ccccc2)CC1 | -1% | ? | 17 | 32%[activator]
OCC1OC(n2cnc3c(Cl)ncnc32)C(O)C1O (centres undefined) | 0% | nt | nt | 7%
O=C(Nc1cc(C(=O)N2CCCC2)ccc1N1CCCC1)c1ccccc1F | -4% | 39 | 5 | -2%

Among those listed so far, 2 contain a COOH group:
SMILES | ALOX12 inhib | PNC inhibitor | IMPase inh | ALOX15B inhib
O=C(O)c1cccc(OCCO)c1 | -3%[11.4 µM] | nt | nt | -3%[11.4 µM]
Cc1sc(NC(=O)/C=C/C(=O)O)c(C(N)=O)c1-c1ccc(C(C)(C)C)cc1 | -3% | -13 | nt | nt

(further entries)
SMILES | ALOX12 inhib | PNC inhibitor | IMPase inh | ALOX15B inhib
O=C(O)CCc1ccc(-c2ccc(F)cc2)n1CCC(=O)O | -2% | ? | 11[1.84 µM] | 5%[11.4 µM]
Oc1ccc(N=Cc2ccc(-c3cccs3)s2)cc1 | ? | 34 | 6 | ?
O=C(CCC(=O)Nc1cccc2ccccc12)N/N=C/c1ccco1 | -1% | 4 | nt | nt
Cc1ccc(-c2cn(-c3ccc(SC(F)F)cc3)c3[n+]2CCC3)cc1 | -3% | ? | 15 | nt
CC1=NN(c2ccccc2)C(=O)/C1=C/c1ccc[nH]1 | -2% | -20 | nt | nt
COC(=O)c1ccccc1NC(=O)C1CCCC1 | 0% | 57 | -3 | 9%

Three entries out of the list above, ordered by the number in IMPase inh, high to low:
SMILES | ALOX12 inhib | PNC inhibitor | IMPase inh | ALOX15B inhib
Cc1ccc(-c2cn(-c3ccc(SC(F)F)cc3)c3[n+]2CCC3)cc1 | -3% | ? | 15 | nt
Oc1ccc(N=Cc2ccc(-c3cccs3)s2)cc1 | ? | 34 | 6 | ?
COC(=O)c1ccccc1NC(=O)C1CCCC1 | 0% | 57 | -3 | 9%
